Myeloid diff MLP = induction of myeloid progenitor differentiation, primary screen, cell-based, flow cytometry, MLPCN library; AID 624256, 2012; 360,000 compounds, 1% hits; ER-HoxA9 myeloid progenitors, lysozyme-GFP differentiation; calls only at 10 µM;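 active = normalized GFP-positive differentiation at or above the plate's own cutoff, the solvent-only control mean plus 3 SD; inconclusive = no clear call, values can overlap the other calls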;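 also: cells exposed to compound for four days before flow analysis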
LYP phosphatase = inhibitors of LYP phosphatase, biochemical, fluorescence intensity, uHTS (AID 1779); recombinant LYP phosphatase, fluorescence intensity; higher % means a stronger effect; 290,000 compounds, 0.054% hits; inhibition, % at 11.5 µM; hits with a dose series show IC50 in µM; Tyrosine-protein phosphatase non-receptor type 22 (Homo sapiens); in the data active = inhibition above about 50%;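 also: plate controls were vehicle with enzyme for no effect and no enzyme for full effect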
Myeloid diff MLP GFP+ MAC1+ % = also measured in Myeloid diff MLP; calls as there; GFP+ MAC1+ double positive, %; measured here: differentiation confirmed by MAC1 staining
Active calls of the source: *; i = inactive; ? = inconclusive; . = no result given.

Start of the data: the first 2 entries (preview)
SMILES	Myeloid diff MLP	Myeloid diff MLP GFP+ MAC1+ %	LYP phosphatase
O=C(COC(=O)Cc1c(F)cccc1Cl)NC(=O)c1ccccc1	i	1.9	-7.0%
CCn1ccc(C(=O)Nc2sc3c(c2C(=O)OC)CCC3)n1	i	1.0	0.5%

The whole of this part (from the top)
SMILES	Myeloid diff MLP	Myeloid diff MLP GFP+ MAC1+ %	LYP phosphatase
O=C(COC(=O)Cc1c(F)cccc1Cl)NC(=O)c1ccccc1	i	1.9	-7.0%
CCn1ccc(C(=O)Nc2sc3c(c2C(=O)OC)CCC3)n1	i	1.0	0.5%
Cc1ccc(NS(=O)(=O)c2ccc3c(c2)NC(=O)C(C)C(=O)N3)cc1C (configuration not stated)	i	1.6	-11.8%
CCCCS(=O)(=O)N1CCCC(C(=O)Oc2ccccc2)C1 (configuration not stated)	i	1.0	-6.5%
O=C(Nc1ccccn1)c1ccc(Cl)c(S(=O)(=O)N2CCOCC2)c1	i	0.4	-6.5%
O=[N+]([O-])c1cc([N+](=O)[O-])c(Oc2c(F)cc(F)cc2F)cc1NN1CCCCC1	i	1.0	5.6%
COc1ccccc1N1CCN(CC(=O)Nc2nccs2)CC1	i	0.3	-10.5%
CC(OC(=O)c1ccccc1CCc1ccccc1)C(N)=O (configuration not stated)	i	0.5	-7.9%
COc1cccc(-c2nc(C(=O)NCCCN3CCOCC3)cc3c2[nH]c2ccccc23)c1	i	3.8	-2.9%
COc1ccc(OC)c(/C=C2\Oc3cc(OCC(=O)N4CCC[C@H]4C(=O)O)ccc3C2=O)c1	i	1.5	-5.8%
O=C(Cn1ncc2c3ccccc3n(Cc3ccc(Cl)cc3)c2c1=O)NCCCN1CCCC1=O	i	1.0	-5.7%
COc1cc(NC(=O)c2ccc3c(SCC(=O)O)c4c(nc3c2)CCC4)cc(OC)c1OC	i	3.3	-1.2%
CC(NC(=O)c1ccc(F)cc1F)C1CC2CCC1C2 (configuration not stated)	?	.	-7.5%
O=C(Nc1ccc(S(=O)(=O)Nc2ccccn2)cc1)c1cccc([N+](=O)[O-])c1	i	1.1	-2.3%
Cc1ccc(C)c(OCC(=O)Nc2ccc(S(=O)(=O)Nc3ncccn3)cc2)c1	i	4.1	-3.7%
CCc1ccc(N(CC(=O)NC(C)(C)C)C(=O)CNC(=O)c2cccs2)cc1	i	0.3	-7.1%
O=C(N=C1SC2CS(=O)(=O)CC2N1c1c(Cl)cccc1Cl)C1CC1 (configuration not stated)	i	1.2	-11.2%
O=C(CNC(=O)N1CC(=O)Nc2ccccc21)NCc1ccccc1	i	2.3	-8.2%
O=S(=O)(c1ccccc1)N1CCN(C/C=C/c2ccccc2)CC1	i	0.9	0.9%
O=C(Nc1ccccn1)Nc1ccccc1[N+](=O)[O-]	i	0.9	2.4%
COc1ccc(CCNC(=O)c2c(C)nn(CC(C)C)c2Cl)cc1	i	0.3	-8.0%
CC(=O)NC(CC(=O)Nc1nc(-c2ccccc2)c(C(C)=O)s1)c1ccccc1 (configuration not stated)	i	0.0	-1.8%
COC(=O)C1Cc2c([nH]c3ccccc23)CN1C(C)=O (configuration not stated)	i	0.4	-3.5%
COc1ccc(CNC(=O)N2CCN(c3ccccc3)CC2)cc1	i	1.0	-8.2%
COc1ccc(CCNC(=O)c2cccn2C)cc1	i	0.8	-6.8%
CCN(CC(=O)Nc1ccc(NC(C)=O)cc1)C(=O)Cc1cccc2ccccc12	?	.	-5.1%
CC(C)(C)c1ccc(C(=O)n2cnc3ccccc32)cc1	i	0.6	-9.4%
O=C(NCCCc1ccccc1)[C@@H]1Cc2ccccc2CN1	i	1.2	-3.9%
C/C(=N\Nc1ccc(S(N)(=O)=O)cc1[N+](=O)[O-])c1cccs1	i	2.2	-5.2%
C/C(=N\N=C1\NC(=O)C(CC(=O)Nc2ccccc2F)S1)C1CCCCC1 (configuration not stated)	i	1.0	2.3%
COc1ccc(C(=O)NCCNc2ccc([N+](=O)[O-])cn2)cc1	i	0.8	-3.4%
CC(=O)NC(CC(=O)NCc1ccncc1)c1ccccc1 (configuration not stated)	i	0.0	-11.8%
COc1cc(CC(=O)Nc2nc(-c3ccc(F)c(F)c3)cs2)cc(OC)c1OC	i	3.2	1.2%
O=C(Nc1cccc(C(=O)O)c1)/C(=C\c1ccccc1Cl)NC(=O)c1ccco1	i	6.6	-5.3%
CCOc1cccc(C(=O)N/N=C/c2ccoc2)c1	i	8.7	-3.0%
CCOc1ccc(NC(=O)CCC(=O)Nc2nnc(CC)s2)cc1	i	0.5	-0.3%
Cc1ccccc1C(=O)N1CCC(C(=O)Oc2ccc(C#N)cc2)CC1	i	3.5	-6.8%
CN(C)c1ccc(/C=N/Nc2nc3ccccc3o2)cc1	i	0.6	0.5%
Cc1ccc(CNC(=O)C2CCN(S(=O)(=O)c3ccc(Br)s3)CC2)cc1	i	0.6	-5.6%
N#C/C(=C\C=C\c1ccccc1[N+](=O)[O-])C(=O)NCc1ccccc1	?	.	0.8%
O=S1(=O)[C@H]2C[C@@H]3C=C[C@@]2(CN1Cc1ccc(Cl)cc1)O3	i	3.1	-6.8%
CC(CC(=O)Nc1ccc2c(c1)OCO2)c1ccccc1 (configuration not stated)	i	0.8	-7.7%
CC(=O)N(C)c1ccc(N=C2C(=O)Nc3ccccc32)cc1	i	0.4	-6.8%
COCCOC1CCN(C(=O)c2ccc(OC)c(OC3CCN(C(C)C)CC3)c2)CC1	i	6.4	-10.4%
NC(=O)C1CCN(C(=O)NC(=O)c2ccccc2)CC1	i	0.9	-7.3%
O=C(NCCC(=O)N1CCC2(CC1)NCCc1[nH]cnc12)c1ccc(F)c(F)c1	i	0.5	-8.3%
CCc1ccc(NC(=O)CSc2nc3ccccc3nc2N2CCCC2)cc1	i	2.6	-9.6%
CCCCC[C@H]1CN(CCc2ccccc2)C(=O)[C@@H]1CC(=O)NCc1ccc(OC)cc1	i	2.4	10.0%

Some of the entries above in a different format:
Structure: O=C(CNC(=O)N1CC(=O)Nc2ccccc21)NCc1ccccc1
- Myeloid diff MLP = i
- Myeloid diff MLP GFP+ MAC1+ % = 2.3
- LYP phosphatase = -8.2%
Structure: O=S(=O)(c1ccccc1)N1CCN(C/C=C/c2ccccc2)CC1
- Myeloid diff MLP = i
- Myeloid diff MLP GFP+ MAC1+ % = 0.9
- LYP phosphatase = 0.9%
Structure: O=C(Nc1ccccn1)Nc1ccccc1[N+](=O)[O-]
- Myeloid diff MLP = i
- Myeloid diff MLP GFP+ MAC1+ % = 0.9
- LYP phosphatase = 2.4%

Later entries.
SMILES	Myeloid diff MLP	Myeloid diff MLP GFP+ MAC1+ %	LYP phosphatase
CC(=O)N/C(=N/c1nc(C)cc(C)n1)Nc1cccc(C)c1C	i	0.6	-4.1%
Cc1cc(C)cc(OCCn2ccnc2)c1	i	0.2	-11.3%
COc1ccc(CNC(=O)C2CCN(S(=O)(=O)c3ccc(Br)s3)CC2)cc1	i	0.4	-4.7%
Cc1[nH]c(C)c(S(=O)(=O)NCc2ccccc2Cl)c1C(=O)N1CCCC1	i	0.6	-8.2%
COc1ccc(CCC(C)NC(=O)CCc2ccccc2)c(OC)c1 (configuration not stated)	i	0.6	-5.0%
CC(CN1CCCCC1)OC(=O)c1cccc(F)c1 (configuration not stated)	i	0.7	-9.8%
CCN(CC)c1ccc(/C=N/NC(=O)CNC(=O)c2cccs2)cc1	i	5.3	-4.4%
Cc1ccccc1-c1nnc(CS(=O)(=O)c2ccccc2)o1	i	0.6	-7.0%
O=C(COC(=O)c1ccccn1)Nc1nc(-c2ccccc2)cs1	i	5.2	-0.1%
Cc1cc(C(=O)NNC(=S)NCc2ccccc2)no1	i	0.7	-14.6%
CCC(C)(C)c1ccc(OC(=O)c2cccnc2Cl)cc1	i	0.0	1.0%
O=C(CSc1nnc(NC(=O)C2CC2)s1)NCc1ccc(F)cc1	i	1.0	-0.8%
O=C(O)c1ccccc1Nc1ccnc(C(F)(F)F)c1	i	0.2	-4.5%
Cc1ccc(C(=O)NC23CC4CC(CC(C4)C2)C3)c(Cl)c1	i	0.4	-3.5%
COc1ccccc1-c1noc(-c2ccccc2C(=O)NCC2CCCO2)n1 (configuration not stated)	i	1.0	-13.3%
CCOc1cccc(-c2c(C(=O)N/N=C/c3ccc(C)s3)nnn2-c2nonc2N)c1	i	1.4	-6.2%
COc1ccc2c(c1OC)c(=O)n1c3ccc(OC(C)C(=O)NCCN4CCOCC4)cc3c3ccnc2c31 (configuration not stated)	i	2.1	-7.7%
Cc1ccc(C)c(S(=O)(=O)N2CCCOC2CNC(=O)C(=O)NCCN2CCOCC2)c1 (configuration not stated)	i	0.5	-14.2%
Cc1ccnc(NC(=O)c2ccc(Cl)s2)c1	i	2.2	-8.0%
COc1ccccc1C1(O)C(=O)Nc2ccc(C)cc21 (configuration not stated)	i	0.6	-2.8%
Cc1c(C)c(C)c(S(=O)(=O)NCCc2ccncc2)c(C)c1C	i	0.7	-4.2%
CC(Oc1ccc2c3c(c(=O)oc2c1)CCCC3)C(=O)NCC1CCC(C(=O)O)CC1 (configuration not stated)	i	1.7	-9.6%
Cc1cc(NC(=O)c2sc3ccccc3c2O)no1	i	1.1	-22.4%
COc1cc(C)c(NC(=O)Cc2ccsc2)cc1OC	i	1.9	-7.2%
CC(=O)c1ccc(-n2c(CCC(=O)O)ccc2-c2ccccc2)cc1	i	0.0	-2.9%
COC(=O)[C@H](CC(C)C)NS(=O)(=O)c1ccccc1	i	2.6	-7.9%
CC1CN(CCOCCSc2ccc(Cl)cc2)CC(C)O1 (configuration not stated)	i	0.0	-2.3%
O=C(CSc1ncccc1C(=O)O)NC1CCCCC1	?	.	-4.4%
Cc1ccc(CNC(=O)Cc2ccc(Br)cc2)cc1	i	0.9	-11.1%
c1ccc(Cn2c[n+](Cc3ccccc3)c3ccccc32)cc1	?	.	-11.3%
O=C(OCCCOc1ccc(F)cc1)c1ccc(O)cc1O	i	0.8	-9.4%
O=C(NCCCN1CCN(c2ccccc2)CC1)C1CCCN(c2ncnc3c2nc2n3CCCCC2)C1 (configuration not stated)	i	1.2	-16.0%
CNC(=S)N(CCc1c(C)[nH]c2ccc(F)cc12)Cc1cccnc1	i	0.6	-5.2%
COCCNC(=O)c1ccc(N2CC3CC(C2)c2cccc(=O)n2C3)c(NC(=O)c2ccc(F)cc2)c1 (configuration not stated)	i	3.4	-8.3%
O=C(CCCN1C(=O)/C(=C/c2cccs2)SC1=S)Nc1ccc(O)cc1	i	8.9	1.8%
CSc1ccccc1OCc1cc(C(=O)NCc2ccc(C)s2)no1	i	0.6	-7.0%
N#Cc1cccnc1N1CCN(C(=O)c2cccs2)CC1	i	0.2	-11.9%
O=c1[nH]c2ccccc2nc1NCc1ccccc1	i	0.3	-6.6%
O=C(O)COc1ccccc1/C=N/NC(=O)C(O)c1ccccc1 (configuration not stated)	i	0.3	-3.7%
COc1ccc(C(=O)N2CCCC(O)C2)cc1OC1CCN(C(C)C)CC1 (configuration not stated)	i	1.1	-11.2%
Cc1ccc2oc(C(=O)NCc3ccccc3)cc(=O)c2c1	i	0.7	-8.1%
O=C(c1cc(-c2ccc(Cl)cc2Cl)on1)N1CCCCCC1	i	1.8	-1.5%
Cc1ccc(NC(=O)Cc2nnc(SCC(=O)Nc3ccc(N4CCOCC4)cc3)n2C)cc1	i	0.8	-8.0%
CCn1nc(C)cc1C(=O)NC1CC(C)(C)Cc2c1cnn2-c1cccc(F)c1 (configuration not stated)	i	0.4	-7.8%
COc1ccccc1NS(=O)(=O)c1ccc(-c2cc(C)no2)s1	?	.	2.5%
O=C(Cc1ccccc1)NC1CCN(C(=O)c2ccc([N+](=O)[O-])cc2)CC1	i	1.4	-2.2%
COc1ccc(N2CCN(CCCNC(=O)Cn3c(=O)c4cccn4c4cccnc43)CC2)cc1	i	4.2	-13.7%
CC(NC(=O)c1ccc(NC2=NC3CS(=O)(=O)CC3S2)cc1)c1ccccc1 (configuration not stated)	i	1.7	-11.5%
Cc1ccc(C)c(S(=O)(=O)N2CCN(C(=O)CSc3ccccc3F)CC2)c1	i	0.8	-9.2%
CN1C(=O)NC(c2ccccc2[N+](=O)[O-])C2=C1CC(C)(C)CC2=O (configuration not stated)	i	0.4	-1.6%
O=C(Nc1nnc(-c2ccccc2)s1)c1ccccc1F	i	0.7	-10.2%
COc1ccccc1CNC(=O)c1nccnc1CO	i	0.4	-7.3%
COc1ccccc1NC(=O)COC(=O)c1oc2ccccc2c1C	i	1.5	-0.4%
CCOC(=O)Cn1cnc2c(cnn2-c2ccc(OC)cc2)c1=O	i	0.3	-7.9%
CC1CCc2[nH]c3ccc(C(=O)O)cc3c2C1 (configuration not stated)	i	0.2	-5.1%
Cc1ccc(NC(=O)Cn2c(=O)oc3ccccc32)c(C)c1	i	0.5	-8.7%
COc1ccc(CCNC(=O)C2CCN(C(=O)c3ccc(C(C)(C)C)cc3)CC2)cc1OC	i	0.4	1.5%
COc1ccnc2c1c(=O)n(Cc1c(F)cccc1Cl)c(=O)n2C	i	0.4	-14.7%
CC(C)(C)c1nc(SCC(=O)NNC(=O)c2ccccc2)c2ccccc2n1	i	0.6	-3.6%

Compound profiles (already shown).
O=[N+]([O-])c1cc([N+](=O)[O-])c(Oc2c(F)cc(F)cc2F)cc1NN1CCCCC1 is listed with Myeloid diff MLP: i; Myeloid diff MLP GFP+ MAC1+ %: 1.0; LYP phosphatase: 5.6%
COc1ccccc1N1CCN(CC(=O)Nc2nccs2)CC1 is listed with Myeloid diff MLP: i; Myeloid diff MLP GFP+ MAC1+ %: 0.3; LYP phosphatase: -10.5%

Bioassay records (PubChem BioAssay)

An excerpt; the hit share may differ from the screen's.
